AT treatment – potential ataxia-telangiectasia treatments restoring KAP-1 phosphorylation; actives 0.19% (n = 320,000); Potency, µM (series often up to 57.5 µM), inactives show at the top dose activation, most hits filed as activators; […] A-T fibroblasts, KAP-1 phosphorylation AlphaLISA; neocarzinostatin DNA damage 30 min before lysis; further: potency means the concentration at half of the fitted maximal effect; % of control where 0% means no effect; nearly all actives have a fitted effect of over 45% in size
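ATM-like activity read as KAP-1 phosphorylation via AlphaLISA donor/acceptor antibody pairs after lysis and 6 hr at 25C. Cells were ATM-null patient fibroblasts ([…], hTERT), dosed 60 min, then exposed to the DSB inducer NCS for 30 min.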
PTAP TSG101 blk – blocks PTAP/TSG101 interaction to inhibit HIV-1 budding. Fluorescence polarization, FITC-PTAP peptide / Tsg101 binding. Potency, µM (doses to about 115 µM), for inactives: at the highest dose activity change, negative = inhibition, usual class: inhibitors. 340,000 tested, under 10 active; active means well fitted inhibition curve with a large enough effect in the main read-out, with a control signal flat, not every such curve was filed as active; inconclusive means small, poorly fitted or top-dose-only effect, or effect the other way, or a change in a side signal; inactive means no such curve, though single readings can be large or run the other way; further: potency means the concentration at half of the fitted maximal effect; % of control where 0% means no effect
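Compounds were pin-transferred onto Tsg101 binding domain (10 uM final) in HEPES pH 7.5 buffer, then FITC-PTAP peptide was added at 50 nM final. After 20 min at RT, polarization reported peptide displacement across a qHTS concentration series.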
TCR activator – activators of T cell receptors; primary human leukocytes, anti-CD3, IL-2 HTRF, 48 h; 330,000 tested, under 10 active; Potency, µM (top dose mostly 9.22 µM), without a hit: at the top dose activation of IL-2 secretion, most hits filed as activators; AID 504894; further: % of control where 0% means no effect
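Using a-CD3 beads without co-stimulation, primary human leukocytes were exposed to compounds for 48 hr. An HTRF IL-2 kit measured the cytokine, with europium-to-d2 energy transfer producing emission at 665nm upon 320nm excitation.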
TSHR antag – human thyrotropin receptor antagonism. P16473. TSHR-expressing cells, TSH-stimulated cAMP HTRF, 2 h; stronger effect = lower value. activity change, negative = inhibition, % at 11.5 µM. actives 0.2% (n = 330,000);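 active means activity change below a set negative limit, meaning inhibition stronger than a set level, cut at about -70% in these data; inconclusive means activity change between two set negative limits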; further: on the % scale 0 is the no-effect control and ±100 the full control effect
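Cell-based HTRF cAMP assay; TSHR cells + compound, TSH EC80 (4nM final), 2 h, 37 deg C. Lysis with anti-cAMP cryptate and cAMP-d2, 30 min RT, read 665/620 nm.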
Tb PFK block – blocks T. brucei phosphofructokinase | O15648 | T. brucei PFK, ADP-Glo luminescence | Potency, µM (titrated, usually from 57.5 µM), without a hit: at the highest dose activity, negative = inhibition, hits mostly inhibitors | actives 0.17% (n = 330,000) | AID 485367;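 further: potency means the concentration at half of the fitted maximal effect; 0% = uninhibited 1x PFK enzyme wells and -100% = no-enzyme wells; nearly all actives have a fitted effect of over 60% in size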
Target sequence (O15648 whole entry, looked up): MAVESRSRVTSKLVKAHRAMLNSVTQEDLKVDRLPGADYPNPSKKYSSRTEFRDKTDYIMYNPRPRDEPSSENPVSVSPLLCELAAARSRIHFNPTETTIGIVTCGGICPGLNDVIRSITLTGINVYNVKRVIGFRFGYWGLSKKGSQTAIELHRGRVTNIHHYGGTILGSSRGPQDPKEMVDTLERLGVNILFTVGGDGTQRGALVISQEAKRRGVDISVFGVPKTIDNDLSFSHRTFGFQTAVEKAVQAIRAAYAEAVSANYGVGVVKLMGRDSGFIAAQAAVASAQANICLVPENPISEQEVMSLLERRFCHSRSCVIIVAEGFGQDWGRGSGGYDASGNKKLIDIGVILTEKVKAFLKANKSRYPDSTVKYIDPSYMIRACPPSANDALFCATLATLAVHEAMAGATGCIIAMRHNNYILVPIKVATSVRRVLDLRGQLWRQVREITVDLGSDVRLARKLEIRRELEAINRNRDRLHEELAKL
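Luminescent ADP detection (ADP-Glo, two-step: ATP depletion then ADP-to-ATP conversion for luciferase) reported PFK activity after 45 min room-temperature reaction of 1.25 nM enzyme with 0.5 mM F6P and 0.1 mM ATP at pH 8.0.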
S-ASM inh – blocks human secretory acid sphingomyelinase; Potency, µM (titrated, usually from 57.5 µM), without a hit: at the highest dose activity change, negative = inhibition, most hits filed as inhibitors; AID 504937; P17405; placental ASM, HMU-PC fluorogenic substrate, 60 min; actives 0.006% (n = 340,000); further: potency means the concentration at half of the fitted maximal effect
Target sequence (P17405 47-631 limits assumed): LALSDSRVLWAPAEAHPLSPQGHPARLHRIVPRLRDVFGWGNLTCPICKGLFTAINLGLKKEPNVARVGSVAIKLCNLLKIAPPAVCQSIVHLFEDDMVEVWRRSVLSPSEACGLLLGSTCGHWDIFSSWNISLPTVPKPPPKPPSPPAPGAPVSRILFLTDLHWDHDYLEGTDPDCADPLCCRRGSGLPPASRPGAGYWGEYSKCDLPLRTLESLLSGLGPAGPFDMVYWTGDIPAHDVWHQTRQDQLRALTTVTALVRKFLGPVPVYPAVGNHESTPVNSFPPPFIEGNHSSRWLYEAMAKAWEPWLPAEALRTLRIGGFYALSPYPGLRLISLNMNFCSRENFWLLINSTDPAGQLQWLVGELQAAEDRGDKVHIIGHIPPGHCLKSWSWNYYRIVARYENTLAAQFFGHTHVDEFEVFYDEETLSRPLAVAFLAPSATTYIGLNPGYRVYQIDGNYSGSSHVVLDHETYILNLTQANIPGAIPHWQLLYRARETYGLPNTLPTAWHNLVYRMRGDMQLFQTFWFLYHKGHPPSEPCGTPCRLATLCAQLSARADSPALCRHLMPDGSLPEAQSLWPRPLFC
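qHTS format. ASM enzyme prepared from human placenta hydrolyses the fluorogenic substrate HMU-PC0 (9 uM final) over 60 min at 37 °C after a 10 min compound preincubation.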
Mito fusion act – inhibitors of mitochondrial division or activators of mitochondrial fusion; S. cerevisiae fusion-defective mutant growth rescue, CellTiterGlo 48 h; Potency, µM (top dose mostly 46.1 µM), for the others: at the highest dose growth rescue (activation), most hits filed as activators; actives 0.23% (n = 320,000); AID 485298;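 further: potency means the concentration at half of the fitted maximal effect; % of control where 0% means no effect; nearly all actives have a fitted effect of over 45% in size; temperature-sensitive fusion mutants such as fzo1-1 at 37 °C on non-fermentable ethanol glycerol medium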
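Growth-rescue viability read-out: after 48 h at the non-permissive 37C in glycerol/ethanol YPEG, yeast mitochondrial fusion mutants are measured by CellTiterGlo luminescence; compounds (23 nl pinned per well) restoring growth score as division inhibitors or fusion activators.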
Integrin act MD – integrin-mediated muscular dystrophy alleviation activation. alpha7betagal myoblasts, beta-gal FDG fluorescence, 48 h. Potency, µM (titrated, usually from 38.3 µM), without a hit: at the highest dose activation, most hits filed as activators. actives 0.064% (n = 350,000). AID 624291;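 further: potency means the concentration at half of the fitted maximal effect; 100% = response of the positive control SU9516; nearly all actives have a fitted effect of over 60% in size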
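alpha7betagal+/- myoblasts (passage 13, 250/well) treated 48 h at 37C with compounds at 1:260 dilution of DMSO stock. Lysed, then beta-galactosidase activity read as FDG fluorescence (ex 480/em 540) after 30 min, with pre-read for autofluorescence.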
ELG1 DNA repair – ELG1-dependent DNA repair inhibition. HEK293T ELG1-luciferase reporter, luminescence, 16 h; DNA damage induced by 5-fluorouridine. actives 2.3% (n = 330,000). Potency, µM (titrated, usually from 46.1 µM), for the others: at the highest dose activity change, negative = inhibition, hits mostly inhibitors. AID 504467; further: potency means the concentration at half of the fitted maximal effect; on the % scale 0 is the no-effect control and ±100 the full control effect; nearly all actives have a fitted effect of over 55% in size
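Overnight (16 hr) co-exposure of 2,000 cells/well to 5-fluorouridine and compound at 37 °C preceded detection. Luciferase was quantified via ONE-Glo luminescence; loss of signal denotes inhibition.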
Eya2 inh – Eya2 (human) phosphatase inhibition. O00167. recombinant Eya2, OMFP fluorescence dephosphorylation (OMFP is methylfluorescein phosphate). Potency, µM (top dose mostly 76.9 µM), for inactives: at the top dose activity, negative = inhibition, actives largely listed as inhibitors. actives 0.006% (n = 330,000). AID 488837; further: potency means the concentration at half of the fitted maximal effect; on the % scale 0 is the no-effect control and ±100 the full control effect
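Eya2 protein (added as 0.2 uM solution) was preincubated with compound for 10 min at ambient temperature in 50 mM HEPES pH 7.5, 50 mM NaCl, 5 uM MgCl2, 0.05% BSA, 1 mM DTT. OMFP (added at 50 uM) then reacted 10 min; fluorescence read at 485/525 nm.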
Chronic BCR inh – blocks chronic active B-cell receptor signaling; actives 0.05% (n = 340,000); Potency, µM (doses to about 46.1 µM), for the others: at the highest dose ratio change, negative = lower green/red ratio, usual class: inhibitors; AID 493014; ABC-DLBCL IkBa-CBG/CBR reporter, luminescence ratio, 4 h; active means well fitted inhibition curve with a large enough effect in the signal ratio, with a control signal flat, not every such curve was filed as active; inconclusive means small, poorly fitted or top-dose-only effect, or effect the other way, or a change in a side signal; the % refers to the signal ratio;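 further: potency means the concentration at half of the fitted maximal effect; plate controls were basal doxycycline-induced cells for no effect and cells given 10 µM MG132 for full effect; MG132 reads +100%, hits lower the ratio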
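Doxycycline induced both beetle luciferases in TMD8 lymphoma cells; IKK-driven degradation limits the IkappaBalpha-fused green signal, while red luminescence normalises for cell number and nonspecific effects. Compounds tested up to 46 uM, 4 hrs.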
Active calls of the source: *; u = inconclusive; x = not tested or not shown; [ ] = remark or other dose. Unless noted, the call rests on the fitted dose curve; in most records, active means well fitted curve in the direction sought with a large enough effect; inconclusive means small, poorly fitted or top-dose-only effect, or another doubt; inactive means no such curve, though single readings can be large; an effect the other way counts as inactive or inconclusive.

SMILES | AT treatment | PTAP TSG101 blk | TCR activator | TSHR antag | Tb PFK block | S-ASM inh | Mito fusion act | Integrin act MD | ELG1 DNA repair | Eya2 inh | Chronic BCR inh
CCCSc1ccc([C@@H]2[C@@H]3C(=O)N(CC)C(=O)[C@@H]3[C@]3(C(=O)OC)CCCCN23)cc1OC | 7% | -12% | 3% | 39 | -1% | -6% | x | 18% | 10% | -2% | -10%
O=C(N/C(=C/c1ccc(Cl)cc1)C(=O)N1CCCC1)c1ccccc1 | 45% | -4% | -1% | 8 | 5% | -4% | -1% | -9% | -1% | 5% | 0%
Cc1nn(Cc2ccc(C(=O)NN)cc2)c(C)c1Cl | 1% | -5% | -1% | -6 | -1% | 1% | 15% | -39% | u | -12% | -11%
O=C(Nc1ccc(Cl)cc1)ON=C1CCCC1 | 6% | 0% | 6% | 0 | -2% | 4% | -2% | 34% | u | -11% | u
CC1CCCN(C(=O)CCS(=O)(=O)c2ccc3c(c2)NC(=O)C(C)S3)C1 (stereo not drawn) | 2% | -1% | -3% | 13 | 5% | -1% | 13% | -21% | 6% | -2% | 3%
CCCCn1c(=NC(=O)c2ccco2)c(C(=O)OCC)cc2c(=O)n3ccccc3nc21 | -2% | -2% | 11% | -8 | 7% | 452%[activator] | 4% | -31%[inhibitor] | -27% | -9% | 9%
CN1/C(=C\C=C2/SC(=S)N(CC(=O)O)C2=O)C(C)(C)c2ccccc21 | 1% | u | -9% | -13 | -16% | 4% | 0% | -53%[inhibitor] | -14% | u | 20%
CC1(C)Cc2c(sc3c2c(N)nc(=S)n3Cc2ccccc2)CO1 | -4% | x | x | 15 | 2% | x | -8% | x | 2% | -2% | 3%
Cc1ccc(-c2cccc(-c3cc(=O)oc4ccc(C(C)(C)C)cc34)c2)cc1 | 8% | -8% | -1%[46.1 µM] | 9 | 0% | -16% | x | 9% | 6% | -1% | 0%
CCNS(=O)(=O)c1ccc(Br)c(C(=O)OC(C)C(=O)NCC2CCCCC2)c1 (stereo not drawn) | 6% | -1% | 5% | -4 | -1% | -1% | -3% | 29% | 2% | 5% | u
O=C(N/N=C/c1ccc([N+](=O)[O-])o1)c1cc(-c2cccc(Br)c2)nc2ccccc12 | -7% | -3% | 3% | -14 | -1% | -5% | -5% | -67%[inhibitor] | u | 1% | u
C=CCn1c(SCC(=O)N2CCOCC2)nc2sc3c(c2c1=O)CCCC3 | 0% | -10% | 5% | -18 | -4% | -3% | 19% | 0% | 18µM* | -1% | u
CC1CN(c2ncnc3c2cnn3-c2ccc(Cl)cc2)CC(C)O1 (stereo not drawn) | 6% | -1% | 0% | -14 | 1% | -5% | 3% | 3% | u | -4% | u
CN(CCOc1ccccc1)C(=O)C1CCN(C(=O)c2ccc(F)cc2)CC1 | 20% | -6% | -5% | -35 | 0% | 3% | -1% | -12% | 4% | 6% | 1%
N#CC1C(C#N)N2CCCN2C1c1ccc(Cl)cc1 (stereo not drawn) | x | -2% | -36%[inhibitor][46.1 µM] | 0 | -3% | 2% | -1% | -52%[inhibitor] | -6% | -5% | -2%
O=C(Cn1nnc(-c2ccccc2NC(=O)c2ccccc2F)n1)NCc1ccco1 | -13% | 0% | 7% | -4 | 2% | -1% | -3% | -13% | 0% | 0% | 0%
COc1cc(-c2cc(=O)c3c(O)c(OC)c(OC)c(O)c3o2)ccc1O | -10% | 1% | 9% | 0 | u | -4% | -4% | 27% | 0% | -2% | -2%
O=C(c1ccccc1)N1CCN(C(=O)C2CC2)CC1 | 1% | 0% | 3% | 5 | -11% | 1% | -8% | -22% | 9% | 3% | -5%
O=C(COC(=O)COc1ccccc1[N+](=O)[O-])Nc1ccc2c(c1)OCO2 | 12% | -5% | 1% | -12 | 4% | -3% | x | -12% | 15% | 1% | -4%
CCN(CC)S(=O)(=O)c1cccc(-c2nnc(SCC(=O)c3cc(C)n(C4CC4)c3C)o2)c1 | -5% | -3% | -1% | -2 | -6% | -3% | -1% | -19% | u | 20% | -19%
OCCNc1nc(Nc2ccc(Br)cc2)nc2ccccc12 | 3% | -1% | -2% | -10 | -1% | -1% | -1% | -45%[inhibitor] | u | -11% | 17%
O=C(N/N=C/c1ccc([N+](=O)[O-])cc1)c1cc(C2CC2)nc2ccccc12 | 7% | 1% | -2% | -17 | 1% | -9% | 9% | 0% | u | -2% | -19%
COc1cc(/C=C/C(=O)Nc2nnc(C(C)(C)C)s2)cc(OC)c1OC | 5% | -3% | 0%[46.1 µM] | -6 | -5% | 2% | -11% | -9% | u | -9% | 0%
Cc1cc(C)nc(NC2=NCC(=O)N2c2ccccc2)n1 | -1% | 0% | -126% | 9 | -16% | 1% | -2% | -3% | 9% | -25% | 3%
COc1ccc(CC2C(=O)OC(C)(C)OC2=O)c(Cl)c1OC | -27% | -3% | 12% | 9 | 10% | -1% | -4% | -18% | 11% | -21% | 7%
COc1ccc(C(=O)OCCc2sc[n+](CC(=O)c3ccccc3)c2C)cc1 | 0% | -2% | 3% | 0 | 4% | 11% | 1% | -8% | -8% | 7% | 5%
Cc1cc(C(F)F)n2nc(C(=O)Nc3cccc(S(=O)(=O)N4CCOCC4)c3)nc2n1 | 1% | -1% | -13% | 6 | 2% | -4% | -2% | 4% | -19% | 5% | u
CN1C(=O)[C@H]2[C@@H](C3CC3)N3C(=O)CN(Cc4ccccn4)C(=O)[C@@]3(Cc3ccccc3)[C@H]2C1=O | 0% | -1% | -2% | 11 | -5% | 1% | 1% | 5% | 12% | 0% | -16%
COc1ccc(-n2c(COc3ccc(C)cc3)nnc2SCc2ccc(C#N)cc2)cc1 | -1% | -5% | -9% | -2 | 0% | 0% | -1% | 20% | 5% | -6% | 6%
COc1cc(OC)c(C(=O)OCC(=O)NCC2CCCCC2)cc1OC | 1% | 0% | -3% | -4 | -4% | 1% | 13% | -18% | -16% | 10% | u
CC(O)Cn1c(=O)c2c(nc(Br)n2Cc2ccccc2)n(C)c1=O (stereo not drawn) | -4% | -13% | 2%[46.1 µM] | 7 | 1% | 1% | 2% | 5% | 1% | -2% | 8%
CCOC(=O)C1(Cc2ccc(Cl)cc2)CCN(C(=O)C2=NNC(=O)CC2)CC1 | 0% | -3% | 2% | 8 | 23% | -1% | 3% | 3% | 20% | 5% | u
CCC(=O)NC(c1ccco1)c1cc(Cl)c2ccccc2c1O (stereo not drawn) | -2% | 0% | 0% | 4 | -1% | 220%[activator] | 17% | x | u | 11% | -7%
COc1ccc(NC(=O)/C=C/c2c(Cl)nc3ccccn23)cc1 | 0% | -1% | -4% | -12 | 5% | -8% | -33%[inhibitor] | u | -15% | 15% | u
COc1ccc(CNC(=O)CSc2nc3cccnc3s2)cc1 | 2% | -4% | 4% | 2 | -1% | 2% | -1% | u | u | -12% | 2%
COc1cc(C2c3[nH]c4ccccc4c3CCN2Cc2cn(C)nc2C)ccc1F (stereo not drawn) | -2% | 0% | 0% | 11 | 7% | 28% | -1% | -12% | u | u | u
CC(=O)C1C(=O)CC(C)(O)C(C(C)=O)C1c1ccccc1 (stereo not drawn) | 1% | -1% | -3% | 2 | -6% | 9% | -2% | 0% | -1% | 12% | 4%
COC(=O)Nc1ccc(=O)n(Cc2c(Cl)cccc2Cl)c1 | -7% | -4% | 0% | 7 | 0% | 4% | -1% | 14% | 12% | 7% | -3%
Cc1ccc(C)c(N(CC(=O)NC2CCCC2)C(=O)c2csnn2)c1 | -3% | 0% | -3% | -18 | 1% | 9% | 2% | -1% | u | -9% | -6%
O=C(NCC(=O)N1CCN(c2ccccc2O)CC1)c1ccco1 | 0% | -10% | 4% | -2 | 0% | 0% | -1% | u | u | 2% | -2%
